From PubChem BioAssay
STK33 kinase inh – inhibitors of human STK33 kinase; Q9BYT3; purified STK33, MBP phosphorylation, ADP-Glo luminescence; inhibition, % at 10 µM; 320,000 compounds, 0.073% hits; AID 2661;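 active means inhibition at or above 25%, using the most active replicate where run in duplicate; inactive means inhibition below 25%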
Target sequence (Q9BYT3 whole entry, looked up): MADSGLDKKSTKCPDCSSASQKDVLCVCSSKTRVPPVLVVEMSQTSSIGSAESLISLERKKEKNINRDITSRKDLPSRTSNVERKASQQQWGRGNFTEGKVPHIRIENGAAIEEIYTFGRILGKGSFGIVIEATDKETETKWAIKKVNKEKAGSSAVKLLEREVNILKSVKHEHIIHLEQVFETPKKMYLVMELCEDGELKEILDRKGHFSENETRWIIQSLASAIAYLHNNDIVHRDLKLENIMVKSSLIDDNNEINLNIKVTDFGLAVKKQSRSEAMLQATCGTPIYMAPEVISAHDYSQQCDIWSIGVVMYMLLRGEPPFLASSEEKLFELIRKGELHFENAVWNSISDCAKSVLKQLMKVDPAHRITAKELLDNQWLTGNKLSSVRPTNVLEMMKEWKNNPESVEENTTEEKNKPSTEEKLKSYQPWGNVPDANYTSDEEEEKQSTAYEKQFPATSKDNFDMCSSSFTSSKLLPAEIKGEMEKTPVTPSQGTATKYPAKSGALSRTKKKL
Kir21 block – blocks the mouse Kir2.1 inward-rectifier potassium channel. P35561. HEK293-Kir2.1, FluxOR thallium flux fluorescence; stronger effect = lower value. B-score at 10 µM. 310,000 compounds, 0.85% hits. AID 1672;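 active means fluorescence ratio B-score at or below minus 3 SD of library scores, with starting-brightness B-score within 2 SD, cut at about -4.2 in these data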;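 further: channel flux triggered by added potassium and thallium sulfate stimulus; B-score of peak minus minimum fluorescence over baseline after thallium stimulus; more negative B-score means stronger Kir2.1 block with less thallium influx; some compounds called inactive have numbers as strong as hits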
Target sequence (P35561 whole entry, looked up): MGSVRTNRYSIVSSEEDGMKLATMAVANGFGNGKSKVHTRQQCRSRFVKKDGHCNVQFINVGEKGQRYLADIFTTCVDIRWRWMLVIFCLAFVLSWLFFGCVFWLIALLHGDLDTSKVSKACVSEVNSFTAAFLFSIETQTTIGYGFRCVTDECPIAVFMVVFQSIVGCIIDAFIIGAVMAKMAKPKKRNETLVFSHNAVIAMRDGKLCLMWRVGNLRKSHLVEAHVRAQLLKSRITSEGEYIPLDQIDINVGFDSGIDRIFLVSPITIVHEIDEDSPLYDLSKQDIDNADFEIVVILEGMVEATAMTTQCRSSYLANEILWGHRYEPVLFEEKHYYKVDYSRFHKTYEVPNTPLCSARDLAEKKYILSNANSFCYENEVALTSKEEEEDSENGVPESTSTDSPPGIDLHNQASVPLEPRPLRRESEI
Active calls of the source: *; . = not tested or not shown.

entry	STK33 kinase inh	Kir21 block	Structure
1	-3.8	1	CN(CC1COc2ccccc2O1)C(=S)Nc1ccccc1 (stereo not given)
2	-0.7	-0.45	CC1CCCN(C(=O)CN(C)S(=O)(=O)c2cccc3nsnc23)C1 (stereo not given)
3	-1.2	-0.08	O=C(Nc1ccccc1)Nc1ccc(O)c2ccccc12
4	0.6	-0.27	COC(=O)c1ccc(CN2CCN(CCC(C)C)C(CCO)C2)cc1 (stereo not given)
5	-0.6	0.43	S=C(NCc1ccco1)N/N=C/c1cccnc1
6	-1.4	1.6	CCn1c(C)c(C)c2cc(C(=O)NCCc3ccco3)ccc21
7	1.0	-0.58	Fc1ccccc1/C=N/n1c(-c2cccnc2)n[nH]c1=S
8	-0.2	-0.48	CCC(C(=O)Nc1cc(OC)c(NC(=O)c2ccccc2)cc1OC)c1ccccc1 (stereo not given)
9	-1.2	1.8	COc1ccc(OC)c(NC(=O)CSc2nnnn2C)c1
10	1.3	0.24	COC(=O)c1cc2c(ccc3ccccc32)oc1=O
11	-0.7	0.64	O=C(CCC(=O)N(CC(=O)NC1CCCC1)Cc1ccccc1Cl)Nc1nccs1
12	-1.8	0	COc1ccc(CCN2CCCn3c2nc2c3c(=O)[nH]c(=O)n2C)cc1OC
13	-2.1	-0.92	CCOC(=O)c1c(-c2ccccc2)csc1NC(=S)NC
14	-2.2	-0.03	O=S(=O)(c1ccc(NC(=S)NCc2ccco2)cc1)N1CCCCC1
15	-1.0	.	CCOC(=O)c1c(C)[nH]c(C)c1C(=O)COC(=O)CCc1ccccc1
16	-0.4	0.74	O=C(C[n+]1cc(-c2ccccc2)n2c1CCCCC2)c1ccc(Cl)cc1
17	-1.1	0.47	COc1ccccc1NC(=O)c1ccc(CN(c2cc(Cl)ccc2C)S(=O)(=O)c2ccccc2)cc1
18	-0.7	0.76	NS(=O)(=O)c1ccc(CCNC(=O)CN2C(=O)c3ccccc3S2(=O)=O)cc1
19	-0.5	0.18	Nn1c(SC/C=C/c2ccccc2)nnc1-c1ccco1
20	.	-0.53	CCOC(=O)Cc1csc(NC(=O)CSc2ncnc3c2cnn3-c2ccccc2Cl)n1
21	-0.9	0.69	COC(=O)c1cccc(Cn2nnc3ccccc3c2=O)c1
22	0.0	1.8	CCCCN(C(=O)c1ccc(C)o1)c1c(N)n(CCCC)c(=O)[nH]c1=O
23	-3.3	-1.5	Cc1cc(C(F)(F)F)nn1CC(=O)NNC(=S)Nc1cccc(Cl)c1
24	-2.2	-0.74	COc1ccc(C(=O)CN2C(=O)NC3(CCCCC3)C2=O)cc1OC
25	1.7	1.4	CCOc1ccccc1Nc1cc(C)nc2nnnn12
26	1.2	1.2	Cc1ccc(-n2ccc(=O)c(C(=O)Nc3ccc(S(=O)(=O)Nc4nccs4)cc3)n2)cc1
27	-1.5	0.11	N=C1CCCN1CC(=O)c1ccc(Br)cc1
28	-1.0	0.03	CC(=O)Nc1ccc(NC(=O)C(C)OC(=O)/C=C/c2cn(-c3ccccc3)nc2-c2cccnc2)cc1 (stereo not given)
29	-0.1	-1.4	CN(C)CCSc1nc(-c2ccccc2)nc2c1CCC2
30	-0.9	.	CN(CC(=O)Nc1ccc(F)cc1)C(=O)COC(=O)/C=C/c1ccccc1[N+](=O)[O-]
31	-1.5	0.78	CCCCn1c(N)c(N(CCC(C)C)C(=O)COC(=O)c2ccco2)c(=O)[nH]c1=O
32	-1.0	0.16	CN(CC(=O)Nc1cccc(S(=O)(=O)N(C)C)c1)Cc1ccccc1
33	1.3	0.31	CC(=O)c1ccc(N2CCN(C(=O)c3ccc4nc[nH]c4c3)CC2)cc1
34	-0.5	1.2	COc1cccc(-c2cc(C(=O)N3CCN(S(=O)(=O)c4ccccc4)CC3)[nH]n2)c1
35	-0.8	-0.79	CCC(C(=O)NCc1ccco1)n1nc(C)c2c(C)n(-c3ccc(C)cc3)nc2c1=O (stereo not given)
36	-0.8	-0.63	O=CN1CCN(C(C(=O)NC2CCCC2)c2ccc(Cl)cc2)CC1 (stereo not given)
37	-0.7	2.5	CCn1c(O)c(N=NC(=O)CNC(=O)c2ccco2)c2ccccc21
38	-1.0	.	C=CCOc1ccccc1OCC(O)CNC(C)C (stereo not given)
39	-2.4	-0.58	COc1ccc(S(=O)(=O)N2CCCCCC2)cc1C(=O)NCCOc1ccc(C)cc1
40	0.5	-3.5	O=c1[nH]c(-c2ccccc2O)nc2c1CCCC2
41	0.3	0.57	CCOc1ccc(CN2CCN(CC3=Cc4cccc(OC)c4OC3)CC2CCO)cc1 (stereo not given)
42	0.6	1.5	CC(C)Oc1ccc(CCC(=O)N/N=C/c2ccc3c(c2)OCO3)cc1
43	-1.2	0.69	O=C(CSc1ccc(-c2ccco2)nn1)c1ccccc1
44	-0.8	0	CCS(=O)(=O)N1CCN(C(=O)c2ccc(-c3ccccc3)cc2)CC1
45	-2.0	0.04	Cc1c(NC(=O)C(C)N2C(=O)c3ccccc3C2=O)c(=O)n(-c2ccccc2)n1C (stereo not given)
46	-0.2	0.27	O=C(N/N=C/c1sc(N2CCOCC2)nc1-c1ccccc1)c1ccc(O)cc1
47	6.2	-2	COC(=O)c1ccc(CSc2nnc(C)n2N)o1
48	-0.4	-0.72	COc1cc2c(cc1OC)C(C)N(Cc1ccc3c(c1)OCO3)CC2 (stereo not given)
49	0.0	-0.72	Cc1ccc(N2CC(c3nc4ccccc4n3C)CC2=O)cc1C (stereo not given)
50	-0.1	2.9	CCn1c(SCC(=O)c2ccc(NC(C)=O)c(OC)c2)nnc1-c1ccc(NS(C)(=O)=O)cc1
51	-0.3	0.18	COC(=O)C1CN(C(=O)COc2cc(C)c(Cl)c(C)c2)c2ccccc2O1 (stereo not given)
52	0.2	0.34	N#CCCN(C(=O)COC(=O)c1cc(S(=O)(=O)N2CCOCC2)ccc1Cl)c1ccc(F)cc1
53	0.1	-0.02	COc1ccc(OCCCC(=O)NCc2ccco2)cc1
54	0.6	0.34	Cc1ccc(NC(=O)CCc2nnc3ccc(NCc4ccco4)nn23)nc1
55	0.0	.	CCNCC(=O)Nc1c(C)cccc1C
56	1.5	0.31	S=C(NCCc1ccccc1)N1CCc2ccccc2C1
57	-1.3	0.59	O=C(CNC(=O)c1cccc(F)c1)N/N=C/c1cccs1
58	-2.7	0.67	CC(CNC(=O)c1ccc(N)cc1)NC(=O)c1ccc(N)cc1 (stereo not given)
59	-1.4	0.58	COc1ccccc1NS(=O)(=O)c1c(C)nc2sccn2c1=O
60	-1.5	-0.76	O=C(C1CCN(C2CCN(Cc3ccc4cc(F)ccc4n3)CC2)CC1)N1CCCC1

The list goes on.
entry	STK33 kinase inh	Kir21 block	Structure
61	-1.3	.	C[C@H](NC(=O)c1ccco1)C(=O)OCC(=O)N1CC(=O)Nc2ccccc21
62	0.3	-0.41	O=C(CSCCO)Nc1ccc([N+](=O)[O-])cc1
63	-0.2	1.1	O=C(NCc1ccc(F)cc1)C1CC(=O)N(Cc2ccco2)C1 (stereo not given)
64	1.9	-0.33	Cn1nnnc1SCC(=O)N1CCN(c2ccccc2)CC1
65	-0.2	-0.26	CCOc1ccc2oc(=O)cc(CN3CCOCC3)c2c1
66	0.4	0.72	N#C/C(=C(/O)c1ccc([N+](=O)[O-])cc1)c1nnc2n1CCCCC2
67	-0.3	-0.33	COc1ccc(OC)c(CNC(=O)C2CCCN(C(=O)N(C)C)C2)c1 (stereo not given)
68	-1.7	-0.65	OC1=C(O)c2nc3ccccc3nc21
69	0.9	-1.6	CN(CCCC1CCCC1)C(=O)CCc1nnc(-c2ccccc2)o1
70	-0.3	-5.2*	Cc1cccc(OC(C)C(=O)N2CCCc3ccccc32)c1 (stereo not given)
71	-0.2	0.29	Cc1c(NC(=O)C(C)Oc2ncnc3ccccc23)c(=O)n(-c2ccccc2)n1C (stereo not given)
72	1.1	0.39	CC(C)COc1cccc(C(=O)Nc2ccc(CN3CCOCC3)cc2)c1
73	-4.2	-1.9	Cc1onc(-c2c(Cl)cccc2Cl)c1C(=O)N1CCN(c2ccccc2)CC1
74	-2.2	.	CC(C)(C)OC(=O)N1Cc2[nH]c3ccccc3c2C[C@@H]1C(=O)O
75	-1.2	0.66	CC1CC2C3CCC4=CC(=O)C=CC4(C)C3(F)C(O)CC2(C)C1(O)C(=O)CO (stereo not given)
76	0.2	0.02	N/C(=N\OC(=O)Cc1ccc([N+](=O)[O-])cc1)c1ccc([N+](=O)[O-])cc1
77	.	-1.1	CCCn1c2ccc(C)cc2c2nnc(SCCN3CCCCC3)nc21
78	1.7	-1	COc1nc(N(CC(N)=O)S(=O)(=O)c2ccccc2)nc(C)c1Cl
79	-7.9	-2.2	N#Cc1c(NC(=O)CSc2nc3ccccc3c(=O)n2Cc2ccco2)sc2c1CCCC2
80	-1.1	-2.4	CC(Oc1ccccc1)C(=O)NC1CCCCCCC1 (stereo not given)
81	-0.8	1.3	O=C1C(=O)N(Cc2cccnc2)C(c2cccc(O)c2)/C1=C(\O)c1ccc2c(c1)OCCO2 (stereo not given)
82	-2.3	-0.79	CCOC(=O)N1CCC(N2C(=O)c3ccccc3C2=O)CC1
83	-0.6	-0.01	O=C(CCSc1ccc(Cl)cc1)NC12CC3CC(CC(C3)C1)C2
84	-0.5	-0.87	COC(=O)c1ccc(CSc2nnc(-c3ccncc3)n2Cc2ccccc2)o1
85	-3.5	-0.13	CC(CC(=O)O)CC(=O)Nc1cc([N+](=O)[O-])ccc1O (stereo not given)
86	-0.5	-0.08	O=C1CSC(c2nn(-c3ccccc3)cc2-c2cc3ccccc3oc2=O)N1Cc1ccco1 (stereo not given)
87	-1.2	1	CC(=O)NC(NC(=S)Nc1ccc(N=Nc2ccccc2C)cc1C)C(Cl)(Cl)Cl (stereo not given)
88	-1.7	-2.2	Cc1cc(C)c(NC(=O)c2ccc(CNS(=O)(=O)c3cc(C(F)(F)F)ccc3Cl)cc2)c(C)c1
89	0.3	1.4	COc1cc(C)c(CN2CCCCC2CO)cc1C (stereo not given)
90	-1.7	0.22	Cc1ccc(/C=N\NC(=O)CNC(=O)C23CC4CC(CC(C4)C2)C3)o1
91	-0.1	-1.5	CN(C)CCNc1oc(-c2cccc(Cl)c2)nc1C#N
92	-0.5	0.72	CCOP(=O)(c1ccc(N(C)C)cc1)C(O)c1cc(OC)c(OC)c(OC)c1 (stereo not given)
93	0.1	0	COCCN1CCN(C(=O)C2CCC(=O)N(CCc3ccc(Cl)cc3)C2)CC1 (stereo not given)
94	0.4	-0.63	O=C(c1ccc2c(c1)OCO2)N1CCN=C1SCc1ccccc1
95	-0.7	-0.03	Cc1ccccc1Nc1nnc(SCc2nc3ccccc3c(=O)[nH]2)s1
96	-0.8	.	O=C(Cc1ccc([N+](=O)[O-])cc1)Nc1cccc(C(=O)N2CCOCC2)c1
97	-0.8	0.05	CN(CCC#N)C(=O)CC1(Cc2ccccc2)CCOC(C)(C)C1 (stereo not given)
98	-2.6	-0.72	COc1ccc(CNC(=O)Cn2nc([N+](=O)[O-])c(Br)c2C)cc1
99	0.0	0.27	O=C(NCc1cccc(F)c1)c1ccc2nc(N3CCOCC3)sc2c1
100	-0.6	-0.72	O=c1ccc2cc(S(=O)(=O)Nc3ccc(Br)cc3)ccc2o1
101	-1.1	0.76	CCOC(=O)COc1cc(Br)c(/C=N/Nc2ccccc2)cc1OC
102	2.1	0.06	CCN1CCc2nc(NC(=O)C(c3ccccc3)c3ccccc3)sc2C1
103	-5.0	-0.86	Cc1ccc2cc(C)c(N3CCC(C)CC3)nc2c1
104	-4.1	0.78	O=C(O)CC(CC(=O)Nc1ccccc1C(=O)O)c1ccccc1 (stereo not given)
105	-2.7	-0.64	O=C(CSc1n[nH]c(-c2ccccc2O)n1)N1CCCc2ccccc21
106	-0.9	0.27	COc1cccc(CNCCN2CCOCC2)c1OC
107	.	1.6	CCN1CCN(C(=O)CN2C(=O)COc3ccc(S(=O)(=O)N4CCOCC4)cc32)CC1
108	-0.8	0	CC(C)CN(C(=O)CC1CCCC1)c1c(N)n(Cc2ccccc2)c(=O)[nH]c1=O
109	-0.3	-0.01	Cn1c(=O)c2ncn(CC(=O)Nc3cc(C(F)(F)F)ccc3N3CCOCC3)c2n(C)c1=O
110	-1.8	0.01	CCCN(CC(=O)Nc1ccccc1OC)C(=O)c1cc(S(=O)(=O)NCc2ccccc2)ccc1C
111	-0.6	-0.2	O=C(N/N=C/c1ccccc1OC(F)F)c1cc(-c2ccncc2)nc2ccccc12
112	.	-0.32	CCCN1CCc2c(sc3nc(SCC)n(-c4ccccc4)c(=O)c23)C1
113	-1.3	0.06	COc1ccc(N=Cc2nc(-c3ccccc3)oc2OC(=O)c2ccccc2)cc1
114	-2.7	-0.16	CCCC(=O)NC(c1ccc(C)cc1)c1ccc2cccnc2c1O (stereo not given)
115	0.2	0.25	O=C(Nc1csc(Cl)c1)c1ccccc1
